# Screening results deposited in PubChem BioAssay by University of Kansas High Throughput Screening Laboratory.
# Pf apPOL block: Pf-apPOL DNA polymerase inhibition. Recombinant Pf-apPOL, molecular beacon fluorescence, 1.5 h. inhibition, % at 10 µM. actives 0.25% (n = 210,000). AID 1794808
# mHTT CaM bind: mHTT-calmodulin interaction abrogation. P42858. AlphaScreen His-mHTT/GST-CaM binding, luminescence. inhibition, % at 15 µM. AID 1671202. actives 3.6% (n = 190,000);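 note: 0% = both proteins with DMSO and 100% = one protein alone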
# Target sequence (P42858 whole entry, looked up, stated change not applied): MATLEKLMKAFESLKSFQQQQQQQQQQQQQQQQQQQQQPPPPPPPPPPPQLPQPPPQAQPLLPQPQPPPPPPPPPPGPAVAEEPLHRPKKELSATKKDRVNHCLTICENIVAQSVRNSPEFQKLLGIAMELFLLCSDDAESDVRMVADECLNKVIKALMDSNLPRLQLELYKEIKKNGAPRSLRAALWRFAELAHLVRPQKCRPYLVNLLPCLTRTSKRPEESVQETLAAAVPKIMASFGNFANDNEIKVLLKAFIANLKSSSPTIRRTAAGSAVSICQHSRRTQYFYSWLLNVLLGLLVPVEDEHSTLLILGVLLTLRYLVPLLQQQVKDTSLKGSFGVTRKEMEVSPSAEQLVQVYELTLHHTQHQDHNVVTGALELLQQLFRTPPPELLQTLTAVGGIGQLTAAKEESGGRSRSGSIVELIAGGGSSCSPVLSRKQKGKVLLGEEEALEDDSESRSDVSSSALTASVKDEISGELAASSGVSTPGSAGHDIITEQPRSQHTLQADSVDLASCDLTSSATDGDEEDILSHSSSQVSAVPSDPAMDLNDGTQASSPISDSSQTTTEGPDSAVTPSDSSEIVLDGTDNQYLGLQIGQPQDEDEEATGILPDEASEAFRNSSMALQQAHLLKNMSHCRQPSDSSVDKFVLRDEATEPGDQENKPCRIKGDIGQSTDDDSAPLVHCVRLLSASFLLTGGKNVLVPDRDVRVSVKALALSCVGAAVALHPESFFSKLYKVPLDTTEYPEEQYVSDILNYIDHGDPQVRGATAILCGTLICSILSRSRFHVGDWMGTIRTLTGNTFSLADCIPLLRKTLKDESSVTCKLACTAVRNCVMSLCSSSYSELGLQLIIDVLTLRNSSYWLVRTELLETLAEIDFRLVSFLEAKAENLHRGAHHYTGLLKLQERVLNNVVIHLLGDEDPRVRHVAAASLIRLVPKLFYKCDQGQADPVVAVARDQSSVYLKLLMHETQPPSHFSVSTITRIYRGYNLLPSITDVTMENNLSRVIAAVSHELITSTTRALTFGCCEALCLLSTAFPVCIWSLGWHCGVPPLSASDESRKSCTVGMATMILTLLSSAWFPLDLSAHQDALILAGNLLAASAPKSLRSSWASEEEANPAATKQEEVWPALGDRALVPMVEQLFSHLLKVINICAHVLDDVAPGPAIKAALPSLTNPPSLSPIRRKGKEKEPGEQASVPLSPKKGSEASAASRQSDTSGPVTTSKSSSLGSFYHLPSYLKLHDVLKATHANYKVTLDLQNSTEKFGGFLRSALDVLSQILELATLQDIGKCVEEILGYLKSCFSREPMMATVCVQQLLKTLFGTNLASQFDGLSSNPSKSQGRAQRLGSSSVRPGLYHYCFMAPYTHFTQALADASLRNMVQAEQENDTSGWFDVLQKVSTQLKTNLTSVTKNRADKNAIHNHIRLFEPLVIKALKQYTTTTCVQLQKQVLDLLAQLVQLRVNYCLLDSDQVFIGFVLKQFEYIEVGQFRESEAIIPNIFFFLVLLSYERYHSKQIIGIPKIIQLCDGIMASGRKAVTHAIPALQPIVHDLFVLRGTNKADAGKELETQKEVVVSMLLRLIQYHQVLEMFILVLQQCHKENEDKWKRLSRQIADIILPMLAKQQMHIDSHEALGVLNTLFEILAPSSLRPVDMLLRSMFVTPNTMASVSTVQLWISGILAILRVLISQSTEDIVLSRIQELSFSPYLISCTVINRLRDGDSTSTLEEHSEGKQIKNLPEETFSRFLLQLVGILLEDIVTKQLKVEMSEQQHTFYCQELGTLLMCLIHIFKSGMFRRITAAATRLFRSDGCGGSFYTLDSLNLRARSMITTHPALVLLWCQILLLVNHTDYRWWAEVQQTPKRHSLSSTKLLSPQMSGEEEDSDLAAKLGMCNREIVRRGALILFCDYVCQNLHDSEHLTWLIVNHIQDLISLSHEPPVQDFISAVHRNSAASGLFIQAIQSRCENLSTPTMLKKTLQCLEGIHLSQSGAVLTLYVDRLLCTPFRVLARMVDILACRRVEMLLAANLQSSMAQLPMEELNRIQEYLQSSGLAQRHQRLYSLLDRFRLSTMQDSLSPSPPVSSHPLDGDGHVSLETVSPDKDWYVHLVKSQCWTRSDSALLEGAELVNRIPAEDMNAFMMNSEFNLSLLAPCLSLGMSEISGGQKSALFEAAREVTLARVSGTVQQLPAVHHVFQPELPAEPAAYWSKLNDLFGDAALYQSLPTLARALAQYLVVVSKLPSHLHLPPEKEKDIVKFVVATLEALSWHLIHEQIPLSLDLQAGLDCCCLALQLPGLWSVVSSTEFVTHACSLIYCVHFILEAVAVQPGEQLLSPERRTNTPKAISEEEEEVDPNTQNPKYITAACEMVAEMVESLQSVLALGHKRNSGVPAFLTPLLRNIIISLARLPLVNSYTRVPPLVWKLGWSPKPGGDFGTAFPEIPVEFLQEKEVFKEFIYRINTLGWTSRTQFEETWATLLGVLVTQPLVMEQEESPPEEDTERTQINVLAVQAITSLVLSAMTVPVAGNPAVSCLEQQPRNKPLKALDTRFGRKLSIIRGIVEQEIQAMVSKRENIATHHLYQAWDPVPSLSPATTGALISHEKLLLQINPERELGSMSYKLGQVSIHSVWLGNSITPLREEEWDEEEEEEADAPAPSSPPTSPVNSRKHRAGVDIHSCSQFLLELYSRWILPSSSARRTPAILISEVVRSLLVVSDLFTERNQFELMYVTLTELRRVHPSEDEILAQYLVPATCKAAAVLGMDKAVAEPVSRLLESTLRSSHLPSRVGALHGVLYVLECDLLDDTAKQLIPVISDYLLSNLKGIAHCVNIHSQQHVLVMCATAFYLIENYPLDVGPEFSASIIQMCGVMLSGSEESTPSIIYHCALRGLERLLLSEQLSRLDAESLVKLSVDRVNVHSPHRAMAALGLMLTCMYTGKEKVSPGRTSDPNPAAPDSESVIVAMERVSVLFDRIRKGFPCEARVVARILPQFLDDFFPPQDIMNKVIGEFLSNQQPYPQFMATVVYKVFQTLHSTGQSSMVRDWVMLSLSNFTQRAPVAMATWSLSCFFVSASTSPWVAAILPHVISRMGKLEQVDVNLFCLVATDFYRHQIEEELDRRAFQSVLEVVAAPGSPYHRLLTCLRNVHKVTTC
# Active calls of the source: *; i = inactive; nt = no result given; & = joins results of further samples; ! = not confirmed by another sample. Cut-off read from the data, not from the text of the source: active = inhibition above about 50%; inactive = the rest.
SMILES,Pf apPOL block,mHTT CaM bind
CCSc1ccsc1C1C(C#N)=C(N)N(c2ccccc2)C2=C1C(=O)CCC2 (stereo not drawn),-2.3,15.0
COc1ccc(/C=C2\SC(=O)N(CNc3c(C)cccc3C)C2=O)cc1,-3.4,2.0
O=C(Nc1nccs1)c1ccc2snnc2c1,-1.9,0.7
O=C(Nc1ccc(N2CCCCC2)c(Cl)c1)c1ccc([N+](=O)[O-])cc1Cl,0.1,14.0
COc1cccc(C2CC(c3ccc(C)cc3C)=NC3(CCN(C(C)=O)CC3)N2)c1O (stereo not drawn),1.8,7.5
N#Cc1c(-n2ncnc2-c2ccc3c(c2)OCO3)sc2c1CCCCC2,-1.6,4.0
O=C(Nc1ccc(C2(C(=O)N3CCN(c4ccccn4)CC3)CCCCC2)cc1)C1CC1,3.9,49.1
CCn1cc2c3c(cccc31)CN(C(=O)Nc1ccc(OC)c(OC)c1)CC2,-6.0,3.5
O=C(Nc1ccc([N+](=O)[O-])cc1)c1cccc(S(=O)(=O)Nc2ccc(F)cc2)c1,4.2,12.9
COc1cc(C(=O)Nc2ccc(O)c(C)c2)cc(OC)c1OC,-4.1,6.0
O=C(C[n+]1ccc(/C=N/O)cc1)NC(=O)Nc1ccccc1,0.9,i
CC(C)(C)C(=O)CSc1nc(SCC(=O)C(C)(C)C)c2ccccc2n1,-5.4,nt
COc1ccc(OC)c(CN2CCN(c3ccccc3OC)CC2)c1,2.3,2.5
O=C(CS(=O)(=O)c1cn(Cc2cccc(F)c2)c2ccccc12)Nc1ccc2c(c1)OCO2,0.1,20.0
O=C(Nc1ccc(Cl)c(C(=O)O)c1)c1ncn[nH]1,4.3&-1.5,57.0*!
O=[N+]([O-])c1ccc(-c2cnc(-c3ccccc3)nc2)cc1,-4.2,-7.6
O=C(O)C1CCC(N2C(=O)C3C4C=CC(C4)C3C2=O)CC1 (stereo not drawn),-3.1,-10.0
O=C(CSc1nc2ccsc2c(=O)n1C1CC1)c1ccc(F)cc1,-5.5,8.0
CCc1ccccc1NC(=O)CN(c1cccc(OC)c1)S(C)(=O)=O,-4.3,3.7
COC(=O)N1c2ccc(F)cc2CCC1C (stereo not drawn),-2.7,0.8

# An excerpt from above in order of molecular weight, falling:
SMILES,Pf apPOL block,mHTT CaM bind
O=C(Nc1ccc(C2(C(=O)N3CCN(c4ccccn4)CC3)CCCCC2)cc1)C1CC1,3.9,49.1
COc1cccc(C2CC(c3ccc(C)cc3C)=NC3(CCN(C(C)=O)CC3)N2)c1O (stereo not drawn),1.8,7.5
O=C(Nc1ccc([N+](=O)[O-])cc1)c1cccc(S(=O)(=O)Nc2ccc(F)cc2)c1,4.2,12.9
CCSc1ccsc1C1C(C#N)=C(N)N(c2ccccc2)C2=C1C(=O)CCC2 (stereo not drawn),-2.3,15.0
O=C(Nc1ccc(N2CCCCC2)c(Cl)c1)c1ccc([N+](=O)[O-])cc1Cl,0.1,14.0
CC(C)(C)C(=O)CSc1nc(SCC(=O)C(C)(C)C)c2ccccc2n1,-5.4,nt
CCn1cc2c3c(cccc31)CN(C(=O)Nc1ccc(OC)c(OC)c1)CC2,-6.0,3.5
COc1ccc(/C=C2\SC(=O)N(CNc3c(C)cccc3C)C2=O)cc1,-3.4,2.0
CCc1ccccc1NC(=O)CN(c1cccc(OC)c1)S(C)(=O)=O,-4.3,3.7
O=C(CSc1nc2ccsc2c(=O)n1C1CC1)c1ccc(F)cc1,-5.5,8.0
COc1cc(C(=O)Nc2ccc(O)c(C)c2)cc(OC)c1OC,-4.1,6.0
O=C(C[n+]1ccc(/C=N/O)cc1)NC(=O)Nc1ccccc1,0.9,i
O=[N+]([O-])c1ccc(-c2cnc(-c3ccccc3)nc2)cc1,-4.2,-7.6
O=C(Nc1ccc(Cl)c(C(=O)O)c1)c1ncn[nH]1,4.3&-1.5,57.0*!
O=C(Nc1nccs1)c1ccc2snnc2c1,-1.9,0.7
COC(=O)N1c2ccc(F)cc2CCC1C (stereo not drawn),-2.7,0.8

# Remaining list, next part
SMILES,Pf apPOL block,mHTT CaM bind
O=C(NCc1nnc(SCc2ccccc2Cl)o1)c1ccccc1,-7.1,-17.1
CCN=c1cc(N)n(CC)c2sc(C(=O)OCC)c(N)c12,-2.0,nt
CC(C)(C)c1[nH]nc2c1C(c1ccccc1Cl)C(C#N)=C(N)O2 (stereo not drawn),48.3,12.0
Oc1ccc(-c2cc(-c3ccccc3)nc(N3CCOCC3)n2)cc1,-20.2,-34.4
CC(=O)Nc1ccc(C(=O)N2CCC(c3nc(C(=O)N4CCCCC4)c(C)o3)CC2)cc1,-3.1,-3.4
c1ccc(-c2cc3c(N4CCc5ccccc54)ncnc3s2)cc1,-5.3,nt
CCC(=O)NCc1nc2c(n1CC)CN(S(=O)(=O)c1ccc(F)c(Cl)c1)CC2,-7.5,5.8
COc1ccc(-c2csc(=Nc3ccccc3)n2CCO)cc1F,-2.6,53.0*
COCCN1C(=O)C(=O)C(=C(O)c2ccccc2)C1c1ccc(O)c(OC)c1 (stereo not drawn),3.0,-2.4
CSc1ccc(CNC(=O)c2cc3c(s2)CN(C(C)C)C3)cc1,-5.8,18.2
CCCCC(=O)Nc1ccc(C)cc1Br,-5.8,-4.3
CCCCOc1ccc(-c2nc(C=Nc3ccc(OC)cc3)c(O)o2)cc1,1.4,-3.0
Nc1ccc2oc3ccc(N)cc3c(=O)c2c1,-9.1,19.9
CC(=O)Nc1ccc(OCC(O)Cn2c3ccccc3c3ccccc32)c(C)c1 (stereo not drawn),-7.0,41.4
C=CCNC(=O)C(C)SCc1ccccc1 (stereo not drawn),-1.1,-3.9
O=C(Nc1ccc2c(c1)OCO2)N1CCCCCC1c1cccs1 (stereo not drawn),-2.6,-1.3
Cc1oc(C2CCN(C(=O)c3ccc(C(C)C)cc3)CC2)nc1C(=O)N1CCOCC1,-2.6,3.6
COc1cc(C(=O)Oc2ccc(C=Cc3ccncc3)cc2)cc(OC)c1OC,1.0,3.3
O=C(O)CC1(CC(=O)N2CCN(C(c3ccccc3)c3ccccc3)CC2)CCCC1,-10.0,nt
O=C(CCNc1cccc(F)c1)c1cccc([N+](=O)[O-])c1,2.8,16.0
CCC(C)c1ccccc1OCCOCCN1CCOCC1 (stereo not drawn),-8.8,0.3
COCCNC(=O)Nc1ccc2nsnc2c1,-6.5,0.8
Cc1ccc2nc(-c3ccc([N+](=O)[O-])cc3)[nH]c2c1,-1.5,17.8
O=C1CC(N2CCCCCC2)C(=O)N1c1ccccc1 (stereo not drawn),-3.2,0.8
Cc1ccc(CCN2CC(C(=O)O)CC2=O)cc1 (stereo not drawn),1.8,-10.5
COc1ccc(Cl)cc1NC(=O)c1cnn2c(C(F)(F)F)cc(-c3ccco3)nc12,4.6,1.0
O=C(Cc1csc(Nc2ccc(OC(F)(F)F)cc2)n1)NCC1CCCO1 (stereo not drawn),-39.1,-2.9
O=C1N(CC(=O)N2CCCc3ccccc32)CCN1c1ccc(F)c(F)c1,-1.8,-5.9
Nc1ccc(Oc2ccc(-c3nc(N)nc(N)n3)cc2)cc1,-10.4,11.8
Fc1ccccc1CSc1nc2ncccc2[nH]1,3.5,5.2
CCN1CCN(C(=O)c2cc3c(s2)CCN(C(=O)c2ccc(Cl)cc2)C3)CC1,1.5,9.5
Cc1ccsc1C(=O)Nc1ccc2c(c1)CCC(=O)N2C,-2.0,-4.8
O=S(=O)(c1ccc(Br)s1)N1CCN(c2ccc(F)cc2)CC1,-11.3,-4.0
Cc1c(Cl)cccc1N1C(=O)CSC1c1cccc([N+](=O)[O-])c1 (stereo not drawn),-4.8,11.0
O=[N+]([O-])c1ccc(N2CCCCC2)cc1N1CCOCC1,-4.8,24.3
O=C(Nc1ccc(Br)c2cccnc12)c1cccs1,-3.7,-11.0
CCN(CC)CC(=O)N1CC(=O)Nc2ccccc21,-5.7,-2.0
COc1ccc(C(=O)C=C2SC(=O)C(=O)N2c2ccccc2)cc1,15.0,nt
O=C(c1ccc2ncccc2c1)N1CCC(Nc2cccnc2)C1 (stereo not drawn),-3.3,1.9
Cc1cccc(Cn2nnc(C(=O)O)c2-c2cccnc2)c1,1.1,-7.2
CCc1c(C2CCN(C(=O)c3ccccn3)CC2)noc1N,0.2,-10.8
COc1ccc(N2CCN(C(=O)c3c(F)cccc3F)CC2)cc1,-1.1,5.3
CCN(CC)c1cc2c(c3c1ccn3C)C1CCC2O1 (stereo not drawn),2.0,5.3
CC(=O)C(C(=Nc1ccccc1)Nc1ccccc1)=C(C)O,0.3,6.9
CCOC(=O)c1oc2ccccc2c1NC(=O)c1ccccc1[N+](=O)[O-],-7.4,-9.3
COc1ccccc1CNC(=O)c1cccc(N2CCNC(c3ccccc3)C2)n1 (stereo not drawn),3.4,42.0
CN(CC(=O)Nc1ccccc1F)S(=O)(=O)c1ccc2[nH]c3c(c2c1)CCCC3,-2.8,36.9
COc1ccc(-c2cc(C(=O)N3CC(C)CC(C)C3)no2)cc1 (stereo not drawn),-2.7,-8.2
CC1=C(C#N)C(c2ccc(O)cc2)C2=C(CC(c3ccc(Cl)cc3)CC2=O)N1 (stereo not drawn),2.4,13.2
COc1ccccc1-n1nc(C(=O)N2CCCCCC2)c2ccccc2c1=O,-3.3,2.0
O=C(CN(c1ccc([N+](=O)[O-])cc1)S(=O)(=O)c1ccccc1)NCc1ccncc1,2.9,1.4
CC1=C(C(=O)Nc2ccccc2F)C(c2cccs2)C2=C(CC(c3ccccc3)CC2=O)N1 (stereo not drawn),-3.5,-33.0
CC(C)(C)OC(=O)NS(=O)(=O)NOCc1ccccc1,-4.1,0.6
CC1CCN(C(=O)CCc2nnc(-c3ccc(F)c(Cl)c3)[nH]c2=O)CC1,-4.1,0.6
Cc1cc(SCC(=O)Nc2cccc(F)c2)ncn1,-5.5,-15.7
CC(=O)c1ccc(NC(=O)C2CCN(c3nccnc3Oc3ccccc3C)CC2)cc1,-5.0,-4.4
Cc1c(Cl)cccc1-c1ccc(C=C2C(=O)OC(C)(C)OC2=O)o1,-224.2,4.0
CCCC1c2ccc(C)n2CCN1C(=O)NCc1ccc(C)cc1 (stereo not drawn),1.8,-1.3
Cc1ccc(NC(=O)Cn2cc(-c3ccccc3)oc2=O)cc1,-1.6,-2.1
Cc1ccc(N2CCN(C(=O)C(C)C)C(C)C2=O)cc1C (stereo not drawn),-3.2,-2.3

# (next part)
SMILES,Pf apPOL block,mHTT CaM bind
CCCCOC(=O)Nc1nnc(CCc2ccccc2)s1,0.9,-0.2
N#Cc1cccc(-c2cn3c(n2)N(C(=O)CC2CCNCC2)CCC3)c1,0.9,-7.3
C=CCC1NCCc2c(Br)cccc21 (stereo not drawn),nt,-5.5
S=C(NC1c2ccccc2Oc2ccccc21)c1ccccc1,nt,26.8
COc1cc(NC(=S)NNC(=O)c2ccc([N+](=O)[O-])cc2)c(OC)cc1Cl,-148.3,nt
Cc1ccc(CSc2nc3[nH]ncc3c(=O)n2-c2cccc(C)c2)cc1,-9.1,46.0
Cn1nc(-c2nc(-c3ccccc3)no2)c2c1CCN(C(=O)c1ccccc1)C2,-0.1,51.5*
O=C(NCCc1ccncc1)c1ccc(-c2ccc(F)c(F)c2)s1,3.3,-11.6
CCOc1ccc(NC(=O)N2CCCC(c3cccc(C(=O)NC4CC4)c3)C2)cc1 (stereo not drawn),-1.9,-3.9
CN1CCN(C(=O)c2ccc(SCc3cccnc3)c([N+](=O)[O-])c2)CC1,-3.2,6.0
COc1cccc(NC(=O)Nc2nnc(COc3ccc(C)cc3C)s2)c1,-3.6,-4.8
CCCN1CCN(c2ncc3c(n2)CCN(Cc2ccc(OC)c(OC)c2)C3)CC1,1.8,11.1
Cc1noc(C)c1S(=O)(=O)N1CCC(CC(=O)NC2CCCCC2)CC1,-2.0,-0.8
Cc1ccc(S(=O)(=O)N2CCN(c3cc(N4CCCC4)ncn3)CC2)s1,-3.3,-4.2
CCOC(=O)CC[C@H]1CC[C@]2(CCCN(Cc3ccccc3)C2)O1,-8.1,-13.5
COc1ccc(N(CC(=O)NCc2ccc(Cl)cc2Cl)S(C)(=O)=O)cc1OC,-6.0,-2.3
Cc1cc(NC(=O)c2ccccc2F)nc2c1c(=O)oc1ccccc12,1.3,0.0
Cc1cccc(NC(=O)N2CCc3c(c(COCc4ccccc4)nn3C)C2)c1C,-2.8,21.4
O=C(O)c1ccc2c(c1)C(=O)N(C(Cc1ccccc1)C(=O)O)C2=O (stereo not drawn),-8.0,-1.9
Cn1nc(-c2nnc(-c3ccccc3Cl)o2)c2c1CCN(C(=O)Cc1cccs1)C2,-3.6,22.0
COc1cc(SC)ccc1C(=O)N1CCCC1,-6.2,-2.4
C=CCN(CC=C)C(=O)c1ccccc1Oc1ccccc1,-8.3,-4.7
OC1CSSCC1O (stereo not drawn),10.8,nt
COc1ccc([N+](=O)[O-])cc1NC(=O)c1ccccc1Br,-3.0,2.5
Cc1ccc2c(c1)N(C(=O)Cn1ccc3ccn(Cc4ccccc4F)c3c1=O)CCO2,-4.1,-3.3
CNC(=O)C(=O)NCc1ccc(C)cc1,-14.2,-0.1
Cc1cc(C)c(C#N)c(SCCS(=O)(=O)c2ccc(C(C)(C)C)cc2)n1,2.3,-16.0
CCCCN1CCc2c1nc1ccc(Br)cc1c2N,-6.8,15.8
NC(Cc1cccs1)=NOC(=O)c1ccccc1,-0.6&-15.6,nt
COc1ccc(/C=C2/N=C(c3ccccc3Br)OC2=O)cc1OC,-3.9,0.0
Cc1ccc(S(=O)(=O)n2cnc3cc([N+](=O)[O-])ccc32)cc1C,-5.5,2.7
CCOC(=O)N1CCN(C(=O)c2cccc(N3CCNC(c4ccccc4)C3)n2)CC1 (stereo not drawn),-8.5,-6.8
COc1ccc([N+](=O)[O-])cc1C1=N/C(=C/c2cccc(Br)c2)C(=O)O1,-23.2,-4.0
COc1ccccc1C1=NN(C(=O)CN2CCCCC2C)C(c2cccc(F)c2)C1 (stereo not drawn),-5.3,8.6
Cc1ccc(-c2nc(-c3ccccc3Cl)no2)cc1,-7.2,-35.7
Cc1ccc(S(=O)(=O)N2CCC(CCNC(=O)Nc3ccccc3Cl)CC2)cc1,-2.5,33.9
O=C(c1ccc2c(c1)Sc1ncccc1C(=O)N2C1CC1)N1CCCCC1,0.8,0.2

# Not a hit list, and some 3.5% of all compounds hit somewhere here.
